Assay outcomes (PubChem)
NCOA2 inhibitor – inhibition of GAL4-SRC2 driven luciferase reporter, primary screen, SRC2 inhibitor project, cell-based, luminescence; Nuclear receptor coactivator 2 (Homo sapiens), Q15596; HEK293 GAL4-SRC2 luciferase reporter; inhibition, % at 9 µM; 0.17% of 370,000 active; AID 651957, 2012;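 active = inhibition above the mean inhibition of all tested compounds plus 3 SD, set per campaign, cut at about 52% in these data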;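 also: 0% = DMSO treated cells and 100% = cells given Gossypol at 36 µM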
Target sequence (Q15596 whole entry, looked up, the tested form may be a part): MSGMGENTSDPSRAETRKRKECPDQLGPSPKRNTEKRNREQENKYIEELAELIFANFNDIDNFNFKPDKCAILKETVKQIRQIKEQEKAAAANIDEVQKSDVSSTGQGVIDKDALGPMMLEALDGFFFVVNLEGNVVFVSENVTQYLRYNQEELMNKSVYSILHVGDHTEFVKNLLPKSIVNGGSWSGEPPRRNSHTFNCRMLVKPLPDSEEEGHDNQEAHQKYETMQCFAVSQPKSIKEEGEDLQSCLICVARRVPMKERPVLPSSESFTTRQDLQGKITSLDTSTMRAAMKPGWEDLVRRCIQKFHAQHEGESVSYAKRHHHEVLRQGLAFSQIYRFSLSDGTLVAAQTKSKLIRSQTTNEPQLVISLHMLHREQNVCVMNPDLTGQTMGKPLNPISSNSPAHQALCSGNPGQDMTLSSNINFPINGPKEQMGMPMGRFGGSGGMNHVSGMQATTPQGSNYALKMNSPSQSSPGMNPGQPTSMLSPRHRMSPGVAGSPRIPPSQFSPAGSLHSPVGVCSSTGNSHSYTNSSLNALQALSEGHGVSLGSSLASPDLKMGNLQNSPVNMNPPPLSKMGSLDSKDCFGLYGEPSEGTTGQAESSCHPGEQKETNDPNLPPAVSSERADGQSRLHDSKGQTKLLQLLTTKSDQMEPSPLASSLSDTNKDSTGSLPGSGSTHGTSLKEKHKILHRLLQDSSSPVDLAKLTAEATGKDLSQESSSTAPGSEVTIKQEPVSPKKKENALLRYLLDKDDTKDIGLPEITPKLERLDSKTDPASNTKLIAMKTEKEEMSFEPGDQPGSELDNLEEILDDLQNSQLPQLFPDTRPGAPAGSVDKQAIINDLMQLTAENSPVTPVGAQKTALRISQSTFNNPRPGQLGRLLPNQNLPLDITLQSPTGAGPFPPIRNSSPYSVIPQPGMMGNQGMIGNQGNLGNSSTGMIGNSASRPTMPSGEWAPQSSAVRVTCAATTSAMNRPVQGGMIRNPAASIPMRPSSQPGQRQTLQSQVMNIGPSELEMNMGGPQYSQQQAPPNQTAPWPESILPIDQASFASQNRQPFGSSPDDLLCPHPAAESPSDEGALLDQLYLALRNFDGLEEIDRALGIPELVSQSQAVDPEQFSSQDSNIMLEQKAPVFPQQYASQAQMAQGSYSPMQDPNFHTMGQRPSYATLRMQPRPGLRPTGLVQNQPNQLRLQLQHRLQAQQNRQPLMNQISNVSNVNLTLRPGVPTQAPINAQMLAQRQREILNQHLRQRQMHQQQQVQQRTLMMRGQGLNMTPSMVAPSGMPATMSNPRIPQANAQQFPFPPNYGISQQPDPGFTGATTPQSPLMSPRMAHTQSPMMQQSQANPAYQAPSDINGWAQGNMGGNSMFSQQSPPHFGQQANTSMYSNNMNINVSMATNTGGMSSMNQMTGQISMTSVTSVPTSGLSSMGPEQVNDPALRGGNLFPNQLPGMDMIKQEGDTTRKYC
Numbers without * were called inactive; & = joins results of further samples. Only part of the results is shown, so the mix of outcomes need not match the whole.

canonical_smiles	NCOA2 inhibitor
CCCCCCCCN1C(=O)[C@@H](CC(=O)NCCCC)C[C@@]2(C(=O)OC)C1=C[C@H](COCc1ccccc1)O[C@@H]2C	4
CCCCOCC1CN(CCCC)S(=O)(=O)c2c(cccc2Sc2ccc(OC)c(OC)c2)O1 (centres undefined)	14
O=S(=O)(CC1NCc2cc(F)ccc21)NCCc1ccccc1 (centres undefined)	-6
O=C1C=C(c2cccc3c2Oc2ccccc2S3)C[C@@H](c2ccc3c(c2)OCO3)C1	-17
COC(=O)C1=C(C)N(Cc2ccc(C(F)(F)F)cc2)C(=NCc2ccccc2)NC1c1cccc(Cl)c1 (centres undefined)	-1
CCOC(=O)CC[C@@H]1CC[C@]2(CCCN(S(=O)(=O)C3CCCCC3)C2)O1	7
C[C@@H](C(=O)NCc1ccc(S(C)(=O)=O)cc1)[C@H]1C[C@]1(C)[C@H](NC(=O)OCc1ccccc1)c1ccccc1	17
CCOc1ccc(-n2c(SCC(=O)Nc3ccc(S(=O)(=O)Nc4cc(C)nc(C)n4)cc3)nnc2-c2ccco2)cc1	-17
CCOC(=O)Cn1cc(CN2C(C(=O)OC)CN(CCO)CCS2(=O)=O)nn1 (centres undefined)	-18
CCN(CC)S(=O)(=O)c1cc([N+](=O)[O-])ccc1NNC(=O)Nc1ccccc1	-18
CCCCN1CN(S(=O)(=O)c2cccs2)c2nc3ccccc3nc21	-17
CCCCN(C)C(=O)c1ccc2c(c1)NC(=O)C(C)(C)O2	-7
O=C(C1CCCN1S(=O)(=O)c1ccc(Cl)s1)N1CCc2ccccc2C1 (centres undefined)	-8
CCN(CC)C(=O)CC[C@H]1CC[C@]2(CCCN(Cc3ccccc3)C2)O1	11
CN(Cc1ccccc1)C(=O)OCc1cn(Cc2cc(F)ccc2F)nn1	13
COCCCNC(=O)C[C@H]1C[C@@]2(C(=O)OC)C(=C[C@H](COCc3ccccc3)O[C@@H]2C)N(Cc2cccc3ccccc23)C1=O	-17
CCCCNS(=O)(=O)CC1NCc2cc(OC)ccc21 (centres undefined)	5
Cc1[nH]nc2c1C(c1ccc(F)cc1)N(Cc1ccccc1)C2=O (centres undefined)	9
Cc1c(NS(=O)(=O)c2cc3c(cc2Br)CCN3C(=O)C2CC2)c(=O)n(-c2ccccc2)n1C	4
C[C@@H]1ON(C)[C@H]2C[C@H]3c4[nH]c5c(-c6cc(Cl)cc(Cl)c6)cccc5c4CCN3C(=O)[C@@H]12	-10
C=CCn1c(SCc2cccc(C(F)(F)F)c2)nnc1-c1ccc(OC)cc1	-27
Cc1ccc(Cn2cc(CN3[C@@H](Cc4ccccc4)COc4cc(Br)ccc4S3(=O)=O)nn2)cc1	12
O=C(NC1CCCCN(Cc2cccc(Cl)c2)C1=O)c1ccc(Cl)cc1Cl (centres undefined)	6
O=C(c1cccc(I)c1)N1CCC(Oc2cccnc2)CC1	-13
Nc1[nH]c(C(=O)c2ccc(Br)cc2)c(-c2ccc(F)cc2)c1C(=O)NCCc1c[nH]c2ccccc12	9
COC(=O)[C@]12C[C@H](CC(=O)N3CCOCC3)C(=O)N(Cc3ccccc3)C1=C[C@H](COCc1ccccc1)O[C@@H]2C	14
Cc1cc2c(nc1C)CCCN2Cc1ccccn1	-10
Cc1cccc(NC(=O)C2CCN(c3nnc(-n4cccc4)s3)CC2)c1C	7
COC(=O)C1CN(CCc2ccccc2)CCS(=O)(=O)N1Cc1cccc(Cl)c1 (centres undefined)	15
Cc1ccc(-n2c(SCC(=O)c3ccc4ccccc4c3)nnc2-c2cccnc2)cc1	-4
CC1(C)OC(=O)C2=C(CC(CCc3ccccc3)OC2c2ccc(Cl)cc2)O1 (centres undefined)	-17
COc1cccc(CNC(=O)CN2CCCc3ccccc32)c1OC	7
Cn1c(=O)c2c(nc(/C=C/c3cccc(Cl)c3)n2C)n(C)c1=O	-9
CCOC(=O)[C@]12CCCC3=C1N(CCC3)C(=O)[C@@H](CC(=O)NCc1cccc3ccccc13)C2	-4
C[C@H](O)[C@@H]1CN2CCc3ccc(-c4ccc5c(c4)OCO5)cc3[C@@H]2C[C@@H]1N(C)Cc1cc(Cl)cc(Cl)c1	-4
O=C(Nc1nc2ncccn2c1-c1ccccc1)c1ccc(F)cc1	5
N#Cc1c(Cl)c(Cl)c2nnc(-c3ccc(Br)cc3)n2c1Cl	-19
Fc1ccc(-c2ccc3c(n2)CCCN3Cc2ccccc2C(F)(F)F)cc1	-46
Cc1ccc2c(c1)c1ncnc(N3CCc4ccccc4C3)c1n2C	-21
Cc1[nH]nc(N)c1N=Nc1ccc(Br)cc1	-14
CCn1c(O)c(C=Nc2ccccc2)sc1=S	-56
C[C@@H]1CNCCN1c1ccc(N2CCS(=O)(=O)CC2)c(C#N)c1	18
Cc1ccc(-c2nnc(SCC(=O)N/N=C/c3ccccc3C(=O)O)n2-c2ccccc2)cc1	-41
CC(=O)c1cc(-c2ccc(S(C)(=O)=O)cc2)c(=O)n2c1CCC2	-9
CCC(=O)OCCCN1C(=O)CCC12CCC(c1ccccc1)CC2 (centres undefined)	-3
Cc1cccc(Cn2cc(COC(=O)N3CCCC3)nn2)c1	-10
CN(Cc1ccccc1)C(=O)OCc1cn(Cc2ccccc2F)nn1	5
O=C(c1cc(F)ccc1F)N1CCCC(c2nc(-c3cccs3)no2)C1 (centres undefined)	-29
CC(C)N1Cc2nnn(Cc3ccc(F)cc3)c2-c2cc(F)ccc2S1(=O)=O	1
CC(C)C[C@H]1COc2cc(NCc3ccc(Cl)c(Cl)c3)ccc2S(=O)(=O)N1	-34
CC(C)N1CCCCC(NC(=O)c2ccc(Br)cc2)C1=O (centres undefined)	2
CCNc1ccccc1	-24
Nc1[nH]c(C(=O)c2ccccc2)c(-c2ccc(Cl)c(F)c2)c1C(=O)c1c[nH]c2ccccc12	7
COC(=O)[C@]12C[C@H](CC(=O)NCc3cccs3)C(=O)N(Cc3ccccc3)C1=C[C@H](C(C)(C)C)O[C@@H]2C	-16
Cc1ccc(N(C(=O)c2ccn[nH]2)C(C(=O)NC2CCCC2)c2cccs2)cc1 (centres undefined)	5
O=C(NC1CC1c1ccccc1)N1CCC(c2nc3ccc(Cl)cc3[nH]2)CC1 (centres undefined)	12
COC(=O)[C@]12C[C@H](CC(=O)NCCc3ccccc3OC)C(=O)N(Cc3ccc4c(c3)OCO4)C1=C[C@H](COCc1ccccc1)O[C@@H]2C	12
Cc1cc(C)n(CCNC(=O)[C@@H](Cc2ccccc2)NC(=O)[C@H]2O[C@@H](n3ccc(=O)[nH]c3=O)[C@H](O)[C@@H]2O)n1	-14
COCCN1Cc2cc(C(=O)OC)c3c(c2C1=O)c1ccccc1n3S(=O)(=O)c1ccc(C)cc1	7
CS(=O)(=O)N[C@@H]1C[C@@H]2O[C@H](CO)CC[C@@H]2O[C@@H]1CCc1ccc(-c2ccccc2F)cc1	-11

Some of these compounds in order of length of the SMILES, largest number first.
canonical_smiles	NCOA2 inhibitor
Cc1cc(C)n(CCNC(=O)[C@@H](Cc2ccccc2)NC(=O)[C@H]2O[C@@H](n3ccc(=O)[nH]c3=O)[C@H](O)[C@@H]2O)n1	-14
CCOC(=O)[C@]12CCCC3=C1N(CCC3)C(=O)[C@@H](CC(=O)NCc1cccc3ccccc13)C2	-4
Cc1ccc(-c2nnc(SCC(=O)N/N=C/c3ccccc3C(=O)O)n2-c2ccccc2)cc1	-41
CC(C)N1Cc2nnn(Cc3ccc(F)cc3)c2-c2cc(F)ccc2S1(=O)=O	1
C[C@@H]1CNCCN1c1ccc(N2CCS(=O)(=O)CC2)c(C#N)c1	18
O=C(c1cc(F)ccc1F)N1CCCC(c2nc(-c3cccs3)no2)C1 (centres undefined)	-29
N#Cc1c(Cl)c(Cl)c2nnc(-c3ccc(Br)cc3)n2c1Cl	-19

New compounds follow.
canonical_smiles	NCOA2 inhibitor
Cc1ccccc1CC1S/C(=N/N=C/c2ccco2)NC1=O (centres undefined)	8
COc1cccc(OC[C@@H](O)CN2CCC(C(O)(c3ccccc3)c3ccccc3)CC2)c1	-22
Cc1cc(N2CCNC[C@H]2C)ccc1N1CCN(Cc2ccccc2)[C@@H](C)C1	-5
CCOC(=O)C1=CCN(S(=O)(=O)c2ccccc2F)C1c1ccc(Br)cc1 (centres undefined)	31
O=C(NC1CCCCN(Cc2ccc(Cl)cc2)C1=O)c1cccc(F)c1 (centres undefined)	27
O=C(CSc1nnc(-c2ccccn2)n1-c1ccccc1)Nc1ccc2c(c1)OCCO2	0
CC(C)n1nnnc1C1(C)CCCCC(=O)N1Cc1cccc(C(F)(F)F)c1 (centres undefined)	7
O=C(Nc1c(F)c(F)c(F)c(F)c1F)OC[C@@H]1CSCCS(=O)(=O)N1	-5
COc1ccc(N2CCN(CCNS(=O)(=O)c3ccc(Br)s3)CC2)cc1	15
Cc1ccc(-c2nc3ncccn3c2NC(=O)Nc2ccc(F)cc2)cc1	6
O=C(NCc1ccccc1)[C@@H]1CCCN1C(=O)[C@H]1CCCN1C(=O)c1ccc(Cl)c(Cl)c1	-12
CCOC(=O)C1=CCN(S(=O)(=O)c2ccc(Br)cc2)C1c1cccc(Cl)c1 (centres undefined)	26
Clc1cccc2c1C1CC2CCN1Cc1ccccc1 (centres undefined)	3
COC(=O)[C@]12C[C@H](CC(=O)NCc3ccc(OC)c(OC)c3)C(=O)N(Cc3ccco3)C1=C[C@H](C(C)C)O[C@@H]2C1CC1	3
O=S(=O)(c1ccc(Cl)s1)N1CCC(c2cn3ccccc3n2)CC1	-4
COC(=O)CC#C[C@@H](C)[C@H](NS(=O)(=O)c1ccc(C)cc1)C(C)(C)C	-16
CCC(CO)Nc1cccc2c1S(=O)(=O)N(Cc1cn(Cc3ccccc3C(F)(F)F)nn1)Cc1ccccc1O2 (centres undefined)	-19
CN(Cc1ccccc1F)C(=O)C1C2C=CC3(CN(Cc4ccccc4)C(=O)C13)O2 (centres undefined)	-33
CC(=O)NC(Cc1ccccc1)P(=O)(O)O (centres undefined)	-32
NS(=O)(=O)c1ccc(NC(=O)C2COc3ccccc3O2)cc1 (centres undefined)	-8
COC(=O)N1C[C@H](Oc2ncccn2)[C@H]2C[C@@H]1c1ccccc1O2	-4
COC(=O)[C@]12C[C@H](CC(=O)N3CCOCC3)C(=O)N(Cc3ccc(Cl)cc3Cl)C1=C[C@H](COCc1ccccc1)O[C@@H]2C	2
O=C(CSc1nnc(-c2ccccn2)n1-c1ccccc1)Nc1ccccc1-c1ccccc1	1
O=C(N[C@H](Cc1ccccc1)C(=O)NCC1CCCO1)[C@H]1O[C@@H](n2ccc(=O)[nH]c2=O)[C@H](O)[C@@H]1O (some centres undefined)	-26
CCCC1CCC2(CCC(=O)N2CCC#N)CC1 (centres undefined)	-39&-10
COc1cc(OC)cc(C(=O)NCCN2C(=O)C3C4C=CC(C4)C3C2=O)c1 (centres undefined)	-6
Cc1[nH]nc2c1C(c1ccc(Br)cc1)NC2=O (centres undefined)	2
Cc1ccc(S(=O)(=O)n2ccc(-c3c(-c4ccc(F)cc4)noc3C)n2)cc1	18
C=CCN1C(=O)c2n[nH]c(C(C)C)c2C1c1ccc2c(c1)OCO2 (centres undefined)	15
COc1ccc(OC)c(S(=O)(=O)NCC2CCN(C(=O)C(=O)c3cc4ccccc4o3)CC2)c1	-4
O=S1(=O)c2ccc(N3CC[C@H](O)C3)cc2OCCCN1C1CC1	17
CCCCN1CC[C@H](C)Oc2cc(Br)ccc2S1(=O)=O	16
COCCN1C(=O)c2ccccc2C(C(=O)NCCCN2CCCC2)C1c1c[nH]c2ccccc12 (centres undefined)	19
CC(=O)C1=C(C)NC(=S)NC1c1ccccc1 (centres undefined)	-3
COC(=O)C1CN(CCc2ccccc2)CCS(=O)(=O)N1Cc1ccccc1 (centres undefined)	5
COc1ccc(/C=N\NC(=O)Cc2cccs2)c(OC)c1OC	-23
CCn1c(SCC(=O)Nc2ccccc2-c2ccccc2)nnc1-c1cnccn1	-4
COC(=O)c1ccc(CSc2nc3sc(C(=O)O)c(C)c3c(=O)[nH]2)cc1	1
COc1ccc(-c2nnc(SCC(=O)Nc3cccc4ccccc34)n2Cc2ccco2)cc1	18
COc1ccc(C=NN(C)C(=O)Nc2cccc(Cl)c2)cc1OC	-4
O=S(=O)(c1ccc(C(F)(F)F)cc1)N1CCCc2nc(-c3ccc(F)cc3)ccc21	-30
CC1CN(C(=O)c2ccccc2)CCC1=NO (centres undefined)	4
COC[C@H]1CCCN1c1ccc2c(c1)O[C@H]1CCN(C1)S2(=O)=O	-27
COc1ccc(-c2nn3c(-c4n[nH]c5c4CCC5)nnc3s2)cc1	-15
Cc1ccccc1-c1cccc2c3c([nH]c12)[C@@H]1C[C@H]2[C@@H](CN1CC3)[C@H](C)ON2C	-1
CCCCCCCCN1C(=O)[C@@H](CC(=O)NCCc2ccccc2OC)C[C@@]2(C(=O)OC)C1=C[C@H](COCc1ccccc1)O[C@@H]2C	11
Clc1ccc([C@H]2OC[C@@]3(CNCCc4c[nH]c5ccccc45)CS[C@H](c4ccc(Cl)cc4)N23)cc1	-8
COc1ccc(C)cc1NC(=O)c1cnc2sccn2c1=O	-13
C=CCN(C(=O)[C@@H](CCCC)[C@@H](O)c1ccc(Cl)cc1)c1ccccc1	-1
Cc1ccccc1S(=O)(=O)N1CCCc2nc(C)c(C)cc21	6
Cc1c[nH]c2cccc(-c3c(Cl)cccc3Cl)c12	-1
COC(=O)CSc1nnc(-c2cccs2)o1	14

Quoted at random: 2 records from the list.
canonical_smiles	NCOA2 inhibitor
Cc1ccc(-c2nnc(SCC(=O)N/N=C/c3ccccc3C(=O)O)n2-c2ccccc2)cc1	-41
CCC(CO)Nc1cccc2c1S(=O)(=O)N(Cc1cn(Cc3ccccc3C(F)(F)F)nn1)Cc1ccccc1O2 (centres undefined)	-19
